# CHOP UPR activ = activators of apoptotic CHOP UPR arm, primary screen, cell-based, CHO-CHOP luciferase reporter, luminescence, uHTS | 330,000 compounds, 0.34% hits | UPR activation; percent of tunicamycin response over DMSO baseline | activation, % at 10 µM;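 active = at 10 µM dose, activation of 40% or more, normalized to positive control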;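 also: 100% = tunicamycin at 10 µg/mL and 0% = DMSO alone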
#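 Evaluation: % reporter activation, DMSO baseline versus tunicamycin full activation; System: CHO-CHOP luciferase reporter cell line; Input: 500 cells/well; Incubation: 6 h compound treatment, 37 °C; Measured by: Steady-Glo luciferase luminescence; Dosing: one dose, 10 µM in 0.5% DMSO; Buffer or medium: F12 medium, 10% FBS; Benchmarks: positive tunicamycin 10 µg/mL, negative DMSO alone.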
# tim10-1 inh = growth inhibitors of tim10-1 mutant yeast, primary screen, luminescence, uHTS. S. cerevisiae tim10-1 ts strain growth, BacTiter-Glo, 24 h. inhibition, % at 20 µM. 330,000 compounds, 2.2% hits. AID 463190, 2010;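 active = inhibition of at least 40%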;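 also: mutant grown at 25 °C; 0% = DMSO wells with yeast and 100% = wells holding no yeast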
# 697 NFkB inh = inhibitors of PMA/ionomycin-induced NF-kB reporter, 697 cells, primary screen, B-cell NF-kB inhibitor project, cell-based, luminescence, uHTS | 697 B-cell NF-kB luciferase reporter, 16 h | 330,000 compounds, 0.33% hits | inhibition, % at 4 µM | AID 435022, 2010; in the data active = inhibition above about 35%
# TIM10 inh = growth inhibitors of isogenic TIM10 control yeast, primary screen, counter-screen for tim10-1 yeast inhibitor project, luminescence, uHTS | S. cerevisiae TIM10 strain growth, BacTiter-Glo luminescence, 24 h | inhibition, % at 10 µM | 330,000 compounds, 1.4% hits;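 active = inhibition of 40% or more at the single tested concentration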;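 also: wild-type TIM10 isogenic control strain grown at permissive 25 °C; 0% = DMSO yeast wells and 100% = minimal medium wells without yeast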
# Jurkat NFkB inh = inhibitors of induced NF-kB luciferase reporter, primary screen, TCR NF-kB activation inhibitor project, cell-based, luminescence, uHTS; Jurkat, PMA/ionomycin-induced NF-kB luciferase reporter; inhibition, % at 4 µM; 330,000 compounds, 0.53% hits; AID 435003, 2010; in the data active = inhibition above about 50%
# Mdm2-MdmX inh = inhibitors of human Mdm2-MdmX association, primary screen, cell-based, luminescence, split luciferase, SaOS-2, uHTS; SaOS-2 split-luciferase Mdm2/MdmX complementation; AID 485346, 2010; Protein Mdm4 (Homo sapiens) + E3 ubiquitin-protein ligase Mdm2 (Homo sapiens), …; 330,000 compounds, 3% hits; inhibition, % at 8 µM;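 active = inhibition of at least 50% at 8 µM in the primary screen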
# Target sequence (O15151 whole entry, looked up): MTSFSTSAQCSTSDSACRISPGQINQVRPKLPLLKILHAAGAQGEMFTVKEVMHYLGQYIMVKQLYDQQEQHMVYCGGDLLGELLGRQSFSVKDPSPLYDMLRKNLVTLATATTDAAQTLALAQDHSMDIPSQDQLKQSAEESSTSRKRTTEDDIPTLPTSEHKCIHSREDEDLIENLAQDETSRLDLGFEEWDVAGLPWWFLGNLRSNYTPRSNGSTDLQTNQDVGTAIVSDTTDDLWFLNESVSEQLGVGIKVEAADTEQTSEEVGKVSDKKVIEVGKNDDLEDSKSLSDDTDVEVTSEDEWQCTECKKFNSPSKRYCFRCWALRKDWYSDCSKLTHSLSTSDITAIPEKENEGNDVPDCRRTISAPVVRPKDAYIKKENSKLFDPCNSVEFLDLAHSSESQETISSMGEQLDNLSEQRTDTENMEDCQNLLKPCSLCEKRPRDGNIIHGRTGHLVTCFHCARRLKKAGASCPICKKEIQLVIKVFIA
# Target sequence (Q00987 whole entry, looked up): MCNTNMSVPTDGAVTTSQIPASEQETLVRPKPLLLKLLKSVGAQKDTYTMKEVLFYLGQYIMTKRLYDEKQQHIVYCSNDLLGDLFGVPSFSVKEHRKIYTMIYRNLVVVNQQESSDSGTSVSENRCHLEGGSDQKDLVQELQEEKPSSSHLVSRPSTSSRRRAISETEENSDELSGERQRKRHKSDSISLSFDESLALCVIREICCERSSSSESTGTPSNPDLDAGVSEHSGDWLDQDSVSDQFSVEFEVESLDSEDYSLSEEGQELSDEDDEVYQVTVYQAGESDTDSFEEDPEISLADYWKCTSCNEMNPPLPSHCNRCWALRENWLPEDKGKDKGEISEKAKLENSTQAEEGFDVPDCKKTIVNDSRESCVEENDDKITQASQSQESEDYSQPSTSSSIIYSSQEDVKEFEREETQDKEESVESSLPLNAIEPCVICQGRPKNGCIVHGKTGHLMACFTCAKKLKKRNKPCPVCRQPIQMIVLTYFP
# XBP1 UPR activ = activators of adaptive XBP1 UPR arm, primary screen, cell-based, CHO-XBP1 luciferase reporter, luminescence, uHTS | activation, % at 20 µM | AID 463104, 2010 | IRE1-XBP1 UPR activation; percent of tunicamycin response, DMSO as zero | 330,000 compounds, 0.33% hits;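 active = versus positive control, 20 µM dose yields 30% or more activation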;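 also: 100% = tunicamycin at 10 µg/mL and 0% = DMSO only wells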
#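 assay system = CHO-XBP1 luciferase reporter cells | amount = 1000 cells/well | buffer or medium = F12 plus 10% FBS | compound dosing = single point, 20 µM final compound, 1% DMSO | incubation = 16-18 h cell attachment at 37 °C, then 6 h compound exposure | detection = Steady-Glo luminescence read | controls = tunicamycin 10 µg/mL and vehicle-only wells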
# tim23-1 inh = growth inhibitors of tim23-1 mutant yeast, primary screen, luminescence, uHTS | S. cerevisiae tim23-1 growth, BacTiter-Glo luminescence, 24 h | inhibition, % at 20 µM | 330,000 compounds, 1.3% hits;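 active = growth inhibition of the mutant yeast at or above 50%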;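 also: temperature-sensitive mutant grown at 25 °C; plate controls were DMSO-treated mutant yeast for no effect and medium wells lacking yeast for full effect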
# Active calls of the source: *.
SMILES,CHOP UPR activ,tim10-1 inh,697 NFkB inh,TIM10 inh,Jurkat NFkB inh,Mdm2-MdmX inh,XBP1 UPR activ,tim23-1 inh
CCN(CC)S(=O)(=O)c1ccc(-c2nnc(SCC(=O)N3c4ccccc4CC3C)n2CC)cc1 (stereo not drawn),-1.1,9,14,20,13,5,-5,13
CSc1nnnn1-c1c(C)cccc1C,-2.1,-2,-11,-11,2,7,0,-11
O=C(CSc1nc2ccccc2s1)NC1CCCc2ccccc21 (stereo not drawn),-1.6,8,-9,-18,-14,7,1,20
Cc1ccc(-n2c(-c3ccncc3)n[nH]c2=S)cc1,-1.5,2,1,-1,-5,-10,-1,0
Cc1ccc(C(=O)CC2(O)C(=O)N(C)c3ccccc32)o1 (stereo not drawn),-0.3,-10,-19,8,4,2,-3,-3
Cc1ccc(-n2c(-c3ccccc3)cc(/C=N/NC(=O)CC#N)c2-c2ccccc2)cc1,6.9,-20,19,3,9,55*,3,-5
CN(C[C@H](Cc1ccccc1)N(C[C@H](CC1CCCCC1)N(CCc1ccccc1)N=O)N=O)N=O,2.9,2,11,-2,-5,5,-5,2
CCC1CCc2c(sc(NC(=O)c3ccco3)c2C(N)=O)C1 (stereo not drawn),5.6,18,-93,19,-90,-148,7,38
Cc1c(C(=O)N2CCN(c3ccc(C(F)(F)F)cn3)CC2)oc2ccccc12,0.7,41*,7,26,-9,-7,-1,33
COc1ccc(/C=N/Nc2c(Cl)cc(Cl)cc2Cl)cc1CN1CCOCC1,0.5,28,3,-16,-14,3,-3,32

# Results in CHOP UPR activ, XBP1 UPR activ and 697 NFkB inh, for some of the entries so far:
SMILES	CHOP UPR activ	XBP1 UPR activ	697 NFkB inh
Cc1c(C(=O)N2CCN(c3ccc(C(F)(F)F)cn3)CC2)oc2ccccc12	0.7	-1	7
Cc1ccc(C(=O)CC2(O)C(=O)N(C)c3ccccc32)o1 (stereo not drawn)	-0.3	-3	-19
CCC1CCc2c(sc(NC(=O)c3ccco3)c2C(N)=O)C1 (stereo not drawn)	5.6	7	-93
CSc1nnnn1-c1c(C)cccc1C	-2.1	0	-11
CCN(CC)S(=O)(=O)c1ccc(-c2nnc(SCC(=O)N3c4ccccc4CC3C)n2CC)cc1 (stereo not drawn)	-1.1	-5	14
CN(C[C@H](Cc1ccccc1)N(C[C@H](CC1CCCCC1)N(CCc1ccccc1)N=O)N=O)N=O	2.9	-5	11
Cc1ccc(-n2c(-c3ccncc3)n[nH]c2=S)cc1	-1.5	-1	1

# Following part
SMILES,CHOP UPR activ,tim10-1 inh,697 NFkB inh,TIM10 inh,Jurkat NFkB inh,Mdm2-MdmX inh,XBP1 UPR activ,tim23-1 inh
COC(=O)c1ccc(Oc2c(C(F)(F)F)oc3c(CN4CCN(C)CC4)c(O)ccc3c2=O)cc1,-4.7,14,2,9,-11,-3,-7,24
C[C@]12c3[nH]c4ccccc4c3CCN1C(=O)C(CC(=O)NCc1ccco1)C[C@@H]2C(=O)N1CCCCC1 (stereo partly drawn),0.3,17,2,16,-2,-9,2,23
O=C(CCNS(=O)(=O)c1ccc(Br)cc1)NCCCSc1ccccc1,0.3,7,8,1,4,-4,-3,24
Cc1ccc(Cl)c(OCCCCN(C)Cc2ccccc2)c1,-2.2,-6,12,-11,7,14,0,-23
COC(=O)c1cc2ccc(OC)cc2c2cc(OC)c(OC)cc12,1.1,7,-9,0,-15,30,1,42
CCc1nnc(N/N=C/c2c(Cl)cccc2Cl)n1N,0.2,13,22,7,7,10,0,-1
COc1ccc(C(=O)Nc2ccc(Nc3ccccc3)cc2)cc1OC,1.0,-13,-32,0,-17,10,-3,-7
Cc1ccc(CNC(=O)COC(=O)c2cccc(S(=O)(=O)N3CCCCC3)c2)cc1,-1.6,14,3,1,7,-8,-3,21
C[C@H](CO)N1C[C@H](C)[C@@H](CN(C)C(=O)Nc2ccc3c(c2)OCO3)Oc2c(NS(=O)(=O)c3cn(C)cn3)cccc2C1=O,0.5,-6,11,-3,2,14,-4,11
CC(C)(C)Cc1nnc(NS(=O)(=O)c2ccccc2)s1,0.4,-2,-5,6,9,-15,-3,4

# Compound profiles (already shown):
# COc1ccc(C(=O)Nc2ccc(Nc3ccccc3)cc2)cc1OC reads CHOP UPR activ = 1.0; tim10-1 inh = -13; 697 NFkB inh = -32; TIM10 inh = 0; Jurkat NFkB inh = -17; Mdm2-MdmX inh = 10; XBP1 UPR activ = -3; tim23-1 inh = -7
# O=C(CSc1nc2ccccc2s1)NC1CCCc2ccccc21 (stereo not drawn) reads CHOP UPR activ = -1.6; tim10-1 inh = 8; 697 NFkB inh = -9; TIM10 inh = -18; Jurkat NFkB inh = -14; Mdm2-MdmX inh = 7; XBP1 UPR activ = 1; tim23-1 inh = 20
# CSc1nnnn1-c1c(C)cccc1C reads CHOP UPR activ = -2.1; tim10-1 inh = -2; 697 NFkB inh = -11; TIM10 inh = -11; Jurkat NFkB inh = 2; Mdm2-MdmX inh = 7; XBP1 UPR activ = 0; tim23-1 inh = -11

# Continued:
SMILES,CHOP UPR activ,tim10-1 inh,697 NFkB inh,TIM10 inh,Jurkat NFkB inh,Mdm2-MdmX inh,XBP1 UPR activ,tim23-1 inh
C(=N\c1nc2ccccc2n1CCN1CCOCC1)/c1cccs1,-1.7,5,14,12,12,28,0,0
COc1ccc2oc(C(=O)NCc3cc(OC)c(OC)cc3OC)c(C)c2c1,2.9,-20,-11,-2,-1,-11,6,7
COc1c(Cl)cc(Cl)cc1CNCCNCCO,0.4,7,7,1,10,9,-1,-7
CCOc1ccccc1Nc1ccnc2cc(Cl)ccc12,-1.5,14,-5,1,-9,20,-2,0
CC(=O)c1c(C)[nH]c(C(=O)NCc2ccccc2)c1C,0.5,-2,3,-4,6,8,4,2
COc1ccc(OC)c(NC(=O)COC(=O)Cc2ccc(Br)cc2)c1,1.2,-48,16,-18,7,-11,3,13
CCOc1ccc(CCNC(=O)COC(=O)CCc2cc(OC)c(OC)c(OC)c2)cc1OCC,0.0,-9,27,6,20,-13,-2,3
CC(C)(C)OC(=O)COc1ccc(/C=N/NC(=O)CN2CCCCC2)cc1,0.6,9,-40,5,-7,-6,-4,9
CCOc1cc(C(=O)Nc2ccc(S(=O)(=O)N3CCCCC3)cc2)ccc1OCC(=O)N1CCOCC1,1.0,2,9,5,22,10,-2,7
C=CCNc1nc(N)c(C(=C(C#N)C#N)c2ccccc2)s1,-1.5,32,4,10,4,24,4,9

# 4 compounds drawn at random from the list so far, as already listed:
SMILES,CHOP UPR activ,tim10-1 inh,697 NFkB inh,TIM10 inh,Jurkat NFkB inh,Mdm2-MdmX inh,XBP1 UPR activ,tim23-1 inh
C=CCNc1nc(N)c(C(=C(C#N)C#N)c2ccccc2)s1,-1.5,32,4,10,4,24,4,9
COC(=O)c1ccc(Oc2c(C(F)(F)F)oc3c(CN4CCN(C)CC4)c(O)ccc3c2=O)cc1,-4.7,14,2,9,-11,-3,-7,24
CSc1nnnn1-c1c(C)cccc1C,-2.1,-2,-11,-11,2,7,0,-11
O=C(CSc1nc2ccccc2s1)NC1CCCc2ccccc21 (stereo not drawn),-1.6,8,-9,-18,-14,7,1,20

# More results follow.
SMILES,CHOP UPR activ,tim10-1 inh,697 NFkB inh,TIM10 inh,Jurkat NFkB inh,Mdm2-MdmX inh,XBP1 UPR activ,tim23-1 inh
C=CCn1c2ccccc2c2nnc(SCCN3CCOCC3)nc21,18,6,-1,-6,3,7,2,-4
Cc1ccc(C(=O)N/C(=C\c2cn(C)c3ccccc23)C(=O)NCCN2CCOCC2)cc1,-0.2,-9,-8,4,4,13,-3,-6
O=C(Nc1ccc(S(=O)(=O)Nc2cnc3ccccc3n2)cc1)c1ccc(Cl)c([N+](=O)[O-])c1,0.7,-10,17,-1,4,4,-1,-3
C=CCSc1nc2ccccc2c(=O)n1C1CCOC(C)(C)C1 (stereo not drawn),0.0,-33,12,-38,4,-15,-1,14
COc1cccc(/C=N/N2CCN(Cc3ccccc3)CC2)c1O,0.2,11,-23,5,-17,14,-4,13
O=C(O)c1ccc(-c2nc3ccccc3s2)o1,-4.4,0,-39,-10,-4,2,-6,17
Cc1cccc(NC(=O)CCCN=C2NS(=O)(=O)c3ccccc32)c1C,-1.3,5,6,0,-1,-7,0,16
Cc1cc(Cl)ccc1OCCCC(=O)NO,-1.5,12,7,-3,1,43,-3,-10
CC(=O)c1cc(C#N)c(SCC(=O)Nc2nccs2)nc1C,2.2,-56,-47,-53,-57,-110,7,-28
O=C(c1ccco1)N1CCN(S(=O)(=O)c2ccc(Oc3ccccc3)cc2)CC1,-0.3,30,5,22,27,22,0,26
COc1ccc(NC(=O)/C(C#N)=C/c2ccc(-c3ccccc3C(=O)O)o2)cc1,0.4,7,3,5,2,6,-4,10
Cc1ccc(C)c(S(=O)(=O)N2CCN(CC(=O)Nc3ccc4c(c3)OCCO4)CC2)c1,-2.9,32,-13,32,2,22,0,17
CO/N=C(\CCC(=O)O)c1cccs1,8.8,-13,23,-6,1,19,1,6
O=C(NC(Cc1ccccc1)C(=O)O)/C(=C/c1ccccc1)NC(=O)c1ccco1 (stereo not drawn),-0.3,11,-10,11,-9,-14,-5,14
CN1CCN(S(=O)(=O)c2ccc(NC(=O)c3ccc(F)cc3)cc2)CC1,-0.2,2,10,10,10,19,4,0
NC(=O)c1ccc(NC(=O)c2ccc(COc3ccccc3Br)cc2)cc1,2.6,-11,-6,-6,0,-6,5,-16
CC1=NN(c2ccc(C)cc2C)C(=O)C1C(c1cccc(O)c1)C1C(=O)N(c2ccc(C)cc2C)N=C1C (stereo not drawn),4.1,30,-30,13,-2,12,-1,15
Cc1ccc(NC(=O)Nc2nnc(Cc3ccc([N+](=O)[O-])cc3)s2)cc1,7.2,15,-27,1,-2,-7,3,10
COc1ccc(C)cc1NC(=O)CN(C)S(=O)(=O)c1cccs1,0.7,-4,17,8,10,11,-4,8
CCOC(=O)N1CCN(c2nc(C)cc(C(F)(F)F)n2)CC1,-1.1,5,-2,3,0,20,4,1
O=C(CN1CCN(c2ccccc2O)CC1)NC(=O)NCc1ccco1,1.9,6,-10,-6,-12,0,1,5
COc1ccc(-c2cn3cccnc3n2)cc1NC(=O)c1ccc(Br)o1,0.6,10,8,33,-2,-5,4,45
CCn1c(=O)c(C(=O)CN2c3ccccc3CC2C)c(N)n(Cc2ccccc2)c1=O (stereo not drawn),-2.9,12,-19,12,7,11,-3,31
COc1ccccc1N1CCN(C2CCCN(C(=O)c3cscn3)C2)CC1 (stereo not drawn),0.6,13,4,3,18,0,-7,8
CCOc1cc(-c2c(C#N)c(=O)[nH]c3c2c(C)nn3-c2ccc(F)cc2)ccc1O,2.0,14,2,10,2,26,-1,9
CCOc1ccc(/C=N/NC(=O)C2CCCC2)c(OCC)c1,1.4,6,-20,8,-2,11,7,22
CC(C)Sc1sc(C(=O)O)c(-c2ccc(Cl)cc2)c1C#N,-0.5,-6,8,-13,-3,18,-6,-5
O=S(=O)(Nc1ccc(Cl)cn1)c1ccc(F)cc1,-0.1,16,-19,8,-10,-14,-3,32
CN(C)S(=O)(=O)Oc1ccc(C(=O)Nc2cccc(C(F)(F)F)c2)cc1,-1.3,24,-40,13,3,19,1,6
COCC(=O)Nc1ccc(C(=O)Nc2ccccc2Cl)cc1,0.7,11,-16,-14,-22,0,6,13
CC1(C)Cc2nc3oc4c(=O)n(CC(=O)Nc5ccccc5)cnc4c3cc2CO1,-1.0,1,2,6,-4,19,-1,-7

# Screens from PubChem.
